# CXCR6 block – inhibitors of human CXCR6 receptor | O00574 | CHO-K1 PathHunter CXCR6 beta-arrestin, luminescence | inhibition, % at 20 µM | 0.36% of 360,000 active | AID 602244; in the data active means inhibition above about 34%, passing the limit was not always enough;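 further: antagonist mode with CXCL16 agonist at 10 nM final; 0% = 10 nM CXCL16 with DMSO and 100% = unstimulated wells without agonist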
# Gli-Sufu antag – Gli-Sufu pathway antagonism. AID 588413. Sufu-KO-LIGHT fibroblasts, Gli luciferase reporter luminescence. inhibition, % at 5 µM. 0.74% of 340,000 active;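 active means inhibition above about 55%, limit read from the data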;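 further: 0% = DMSO-treated cells and 100% = wells with medium but no cells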
# CCR6 antag – blocks CCL20-driven beta-arrestin recruitment at human CCR6 | P51684 | 0.49% of 340,000 active | AID 493098 | CHO-K1 CCR6 PathHunter beta-arrestin, luminescence, CCL20-stimulated | inhibition, % at 20 µM;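 active means compounds whose inhibition of the agonist-driven luminescence signal at 20 µM reaches about 50%, limit read from the data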;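 further: cells stimulated with CCL20 at 14 nM final; plate controls were DMSO with CCL20 for no effect and DMSO without agonist for full effect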
# Target sequence (P51684 whole entry, looked up): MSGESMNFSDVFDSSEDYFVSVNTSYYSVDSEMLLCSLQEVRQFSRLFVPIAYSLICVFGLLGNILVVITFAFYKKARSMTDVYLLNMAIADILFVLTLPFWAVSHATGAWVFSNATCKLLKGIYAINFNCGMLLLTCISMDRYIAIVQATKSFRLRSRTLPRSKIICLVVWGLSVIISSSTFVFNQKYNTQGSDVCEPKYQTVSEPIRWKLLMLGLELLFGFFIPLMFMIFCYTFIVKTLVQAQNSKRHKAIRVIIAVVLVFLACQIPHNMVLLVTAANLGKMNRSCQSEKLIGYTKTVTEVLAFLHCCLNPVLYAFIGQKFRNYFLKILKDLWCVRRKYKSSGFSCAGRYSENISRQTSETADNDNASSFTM
# EBI2 antag – antagonists of human EBI2 receptor; 0.81% of 360,000 active; inhibition, % at 5 µM; AID 651636; EBI2 beta-arrestin recruitment, luminescence, 7a,25-OHC stimulated; in the data active means inhibition above about 38%;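 further: enzyme fragment complementation signal reports receptor beta-arrestin coupling in cells; 0% = agonist plus DMSO wells and 100% = wells without agonist; some results beyond the cut were filed as inactive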
# A3G deaminase – inhibitors of human APOBEC3G DNA deaminase. Q9HC16. recombinant A3G, ssDNA deamination FAM/TAMRA fluorescence. inhibition, % at 20 µM. 0.28% of 330,000 active. AID 493012;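 active means inhibition of at least 40% at 20 µM, with no more than 30% in the related APOBEC3A deaminase screen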;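 further: plate controls were DMSO wells with A3G for no effect and wells lacking A3G enzyme for full effect; some compounds called inactive have numbers as strong as hits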
# Target sequence (Q9HC16 whole entry, looked up): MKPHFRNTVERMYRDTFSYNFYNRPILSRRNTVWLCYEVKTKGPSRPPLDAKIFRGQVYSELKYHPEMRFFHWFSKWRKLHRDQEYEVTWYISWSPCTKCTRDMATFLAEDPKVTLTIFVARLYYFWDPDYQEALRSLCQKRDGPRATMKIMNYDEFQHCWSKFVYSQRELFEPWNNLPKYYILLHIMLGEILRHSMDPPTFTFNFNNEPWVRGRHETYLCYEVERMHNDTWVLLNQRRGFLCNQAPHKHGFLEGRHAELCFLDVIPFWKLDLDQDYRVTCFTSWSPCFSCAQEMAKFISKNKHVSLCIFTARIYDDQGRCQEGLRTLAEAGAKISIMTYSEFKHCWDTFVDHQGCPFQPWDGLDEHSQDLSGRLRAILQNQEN
# MPTP inh – inhibitors of mitochondrial permeability transition pore; inhibition, % at 10 µM; 1.4% of 360,000 active; isolated mouse mitochondria, Ca2+ swelling absorbance, 30 min;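 active means inhibition of 50% or more, scaled per plate between neutral and stimulator controls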;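 further: 0% = DMSO wells given calcium and 100% = 1 mM EGTA wells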
# NR3A LBD binder – modulates the human NR3A ligand-binding domain; NR3A LBD differential scanning fluorimetry, Tm shift; 0% = protein alone, 100% = glycine-bound protein; 2.5% of 340,000 active; Tm shift relative to glycine control, % at 25 µM;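 active means melting temperature shift of at least 10% of the positive control shift, at one fixed dose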
# APOBEC3A inh – inhibitors of human APOBEC3A DNA deaminase; recombinant A3A, FAM/TAMRA ssDNA deamination fluorescence; 0.41% of 330,000 active; AID 493011; inhibition, % at 20 µM;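 active means at least 40% inhibition at 20 µM here, with at most 30% in a related deaminase screen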;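 further: plate controls were A3A with DMSO for no effect and wells lacking A3A enzyme for full effect; some results filed as inactive read as strong as hits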
# Target sequence (P31941 whole entry, looked up): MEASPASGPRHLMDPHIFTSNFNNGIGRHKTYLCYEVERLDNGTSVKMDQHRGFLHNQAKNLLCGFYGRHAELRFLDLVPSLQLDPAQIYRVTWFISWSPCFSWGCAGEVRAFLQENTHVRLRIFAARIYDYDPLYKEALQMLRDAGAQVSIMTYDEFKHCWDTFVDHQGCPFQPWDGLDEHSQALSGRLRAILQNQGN
# * marks the source's active call; other numbers are inactive results.
# Below each SMILES – CXCR6 block	Gli-Sufu antag	CCR6 antag	EBI2 antag	A3G deaminase	MPTP inh	NR3A LBD binder	APOBEC3A inh
N=c1ccn2c(n1)O[C@H]1[C@H](O)[C@@H](CO)O[C@H]12
    2.2	60.1*	5.5	-15.0	-4.1	0.8	0.0	-0.9
Cc1ccc(N2CC(C(=O)NCCC3=CCCCC3)CC2=O)cc1 (centres undefined)
    4.6	-18.9	0.5	-3.4	-12.7	-1.9	1.7	-1.1
CN1C(C(=O)NCc2cccc(C(F)(F)F)c2)CC2Cn3c(nc4cc5ccccc5cc43)C21 (centres undefined)
    -1.4	22.0	-4.9	-0.6	-0.2	-2.2	-0.4	2.7
CCN(C(=O)COC(=O)c1c2c(nc3ccccc13)/C(=C/c1ccccc1)CC(C)C2)C1CCS(=O)(=O)C1 (centres undefined)
    6.0	11.9	6.8	10.5	-3.5	-0.5	4.9	0.3
CCN1CCN(c2nc(Nc3cccc(C)c3)nc(N)c2[N+](=O)[O-])CC1
    -4.7	13.9	5.6	3.5	-3.1	12.0	-1.1	5.1
COc1ccc(Cl)cc1NC(=O)C/C(C)=N/NC(=O)COc1ccc(C)cc1
    -2.8	10.1	-8.3	9.6	-11.8	0.6	-0.7	-6.6
COc1cc(C(=O)NC2CCCc3ccccc32)ccc1OCC(=O)Nc1ccc(F)cc1 (centres undefined)
    10.1	0.5	9.7	-5.3	-4.3	9.5	-1.5	0.7
O=C(Cn1cnc2c(nnn2Cc2ccc(F)cc2)c1=O)N1CCCc2ccccc21
    2.6	11.3	1.3	-4.3	-4.0	-0.3	0.5	-2.6
C=CCN(Cc1cccs1)C(=O)COc1ccc2c(c1)OCO2
    -3.0	-9.7	11.3	5.2	-0.6	-0.9	0.3	3.7
CCOc1ccc(S(=O)(=O)N2CN3CCN(C3)C2)cc1
    -14.2	-13.8	-17.9	-15.2	3.3	0.6	0.1	2.1
Cc1nn(-c2ccccc2)c2[nH]c(=O)cc(C(F)F)c12
    7.7	5.9	-3.8	-5.4	4.1	0.2	3.7	-0.4
CCc1cc(C(=O)Nc2ccccc2)cs1
    -4.6	-18.4	1.8	-7.7	-5.3	-0.7	4.3	-4.8
Cc1cc(NC(=O)c2cc(-c3cccs3)on2)no1
    -6.3	9.4	1.0	-9.0	-2.0	-2.6	2.3	-2.2
CCOc1ccc(NC(=O)C(NC(=O)C2CCC(C)CC2)C(C)C)cc1 (centres undefined)
    -4.1	-14.7	2.4	-11.0	-2.4	1.6	3.3	5.1
COC(=O)c1sccc1NC(=O)CN(C)NS(=O)(=O)c1ccc(Cl)cc1
    8.6	2.3	17.6	-9.6	-1.0	-0.5	1.4	-1.2
NS(=O)(=O)c1ccc(NC(=O)CSc2nc3ccccc3c(=O)n2Cc2ccncc2)cc1
    -3.0	-7.8	6.5	-20.1	-8.7	0.0	0.3	-5.4
NS(=O)(=O)c1ccc(NC(=O)c2ccc(S(=O)(=O)N3CCc4ccccc43)cc2)cc1
    1.3	1.8	11.1	12.6	1.8	0.8	7.4	3.4
CCn1c2ccccc2c2cc(NC(=O)COC(=O)c3ccccc3F)ccc21
    -6.2	-7.1	7.6	-0.4	-5.8	0.8	-7.1	0.1
Cc1ccc2c(cnn2C(=O)CCC(=O)NCc2cccc(Br)c2)c1
    2.5	3.4	6.8	1.9	-9.3	-0.2	0.5	1.0
Cc1oc2c(C)c3oc(=O)c(CC(=O)N[C@@H](CCCNC(N)=O)C(=O)O)c(C)c3cc2c1C
    -8.1	4.9	6.9	-11.4	3.5	0.5	1.1	3.7
Cc1cccnc1NC(=O)CNC(=O)c1cccs1
    1.7	-5.5	-2.7	-1.7	-6.1	-2.2	1.8	-3.7
CC(Cc1c[nH]c2ccccc12)C(=O)N1CCN(c2ccccc2F)CC1 (centres undefined)
    4.8	5.3	7.6	4.2	-2.8	0.1	-1.2	1.0
COc1ccccc1NC(=O)Cn1nnc(C(=O)NCc2cccs2)c1N
    1.5	3.0	8.1	-8.9	-6.6	1.8	0.2	-2.8
CCc1cccc(NC(=O)CNC(=O)N2CC(=O)Nc3ccccc32)c1
    -9.1	-8.1	8.8	-11.3	-8.2	-0.1	-2.8	-4.9
COC(=O)c1c(NC(=O)CN2CCN(S(=O)(=O)c3ccccc3[N+](=O)[O-])CC2)sc2c1CCC(C)C2 (centres undefined)
    4.4	11.5	6.8	-0.2	-8.8	3.2	-1.8	-3.1
O=C(O)CC1SC(=Nc2ccc(O)cc2)NC1=O (centres undefined)
    0.1	30.8	-4.1	-1.1	-9.5	-0.1	-1.4	-2.7
CC(OC(=O)CNC(=O)COc1ccccc1)C(=O)N(C)Cc1ccccc1 (centres undefined)
    -2.1	1.7	1.4	3.9	-8.0	-2.7	1.0	-1.8
Cc1ccc(Nc2nc(C)c(CCC(C)C)c(=O)[nH]2)cc1
    -5.3	3.7	-33.7	-3.7	-3.9	5.4	-1.4	-4.0
Cc1nn(C)c(C)c1Sc1ccccc1N
    -3.9	2.5	5.8	-2.0	-14.0	-0.9	0.7	-7.0
C/C(=N\NC(=O)C1CC1)c1ccc(Cl)c(Cl)c1
    -3.9	-18.3	-1.3	-1.5	-1.3	-2.3	2.2	-1.0

# Single records, as listed above. Screens in order: CXCR6 block, Gli-Sufu antag, CCR6 antag, EBI2 antag, A3G deaminase, MPTP inh, NR3A LBD binder, APOBEC3A inh
# `Cc1ccc2c(cnn2C(=O)CCC(=O)NCc2cccc(Br)c2)c1` across the screens: 2.5, 3.4, 6.8, 1.9, -9.3, -0.2, 0.5, 1.0
# `COc1cc(C(=O)NC2CCCc3ccccc32)ccc1OCC(=O)Nc1ccc(F)cc1` (centres undefined) across the screens: 10.1, 0.5, 9.7, -5.3, -4.3, 9.5, -1.5, 0.7

# (list continues)
# Below each SMILES – CXCR6 block	Gli-Sufu antag	CCR6 antag	EBI2 antag	A3G deaminase	MPTP inh	NR3A LBD binder	APOBEC3A inh
CCC(C)C(NC=C1C(=O)OC(C)(C)OC1=O)C(=O)O (centres undefined)
    -6.3	-2.7	15.2	6.7	-5.7	-0.3	0.1	-1.5
O=C(O)C1CCCCC1C(=O)OCCCCOC(=O)C1CCCCC1C(=O)O (centres undefined)
    3.3	1.2	12.6	-4.8	-7.7	-0.8	-1.9	-3.9
O=C(N/N=C/C=C/c1ccccc1[N+](=O)[O-])c1cccs1
    15.8	1.7	-3.9	-35.0	0.1	1.2	-0.2	-1.0
CC(C)(C)[C@H]1C=C(C(N)=O)O[C@@H](OCc2ccc(CO)cc2)C1
    3.3	2.2	2.0	9.9	-4.3	-1.6	-2.5	0.2
O=C(O)C1CC(=O)N(c2ccc(F)cc2)C1 (centres undefined)
    8.0	2.2	12.0	-22.7	-2.6	-0.6	2.4	-0.9
Cc1cc(C)c2nc(NC(=O)c3cccc(S(=O)(=O)N4CCc5ccccc54)c3)sc2c1
    7.1	7.1	15.5	15.0	-3.4	2.5	10.2*	0.1
COc1ccc(C(=O)N=C2SC3CS(=O)(=O)CC3N2c2ccc(N(C)C)cc2)cc1OC (centres undefined)
    -4.8	-8.5	13.8	4.7	-0.6	1.8	1.8	0.0
C=CCn1c(SCC(=O)NCC2CCCO2)nc2c([nH]c3ccccc32)c1=O (centres undefined)
    8.2	17.8	19.0	1.5	-7.1	0.7	1.6	-1.4
CC(C)(CO)NC(=O)CC1C(=O)NCCN1CC(c1ccccc1)c1ccccc1 (centres undefined)
    4.5	-0.5	-0.7	5.8	2.4	-2.0	-1.0	-1.4
N#CCSc1nc2c(c(=O)n1Cc1ccccc1)C1(CCCC1)Cc1ccccc1-2
    0.6	1.7	17.7	14.8	0.1	-3.9	-0.2	3.2
CC1(C)CC(=O)c2c(-c3cccs3)n[nH]c2C1
    -13.7	-19.7	5.9	-0.5	1.0	1.1	-1.0	5.3
CCS(=O)(=O)c1ccc(OC)c(N=Nc2ccc(O)c3ncccc23)c1
    4.3	11.1	10.1	-3.2	10.5	-0.5	-2.5	27.4
COC(=O)c1ccc(CN2CCN(CC(C)C)C(CCO)C2)cc1 (centres undefined)
    9.1	9.0	3.1	-11.1	-1.2	1.1	0.5	4.0
O=C(CSc1ccccn1)Nc1ccc(F)c([N+](=O)[O-])c1
    1.9	-1.9	16.4	-48.8	-6.8	-2.2	1.3	1.1
CCCCOC(=O)CSc1nc2c(cc1C#N)C(=O)CC(C)(C)C2
    3.5	-18.1	13.3	14.5	-1.0	-1.4	3.1	-0.8
COC(=O)c1sccc1NC(=O)C1C2C=CC(O2)C1C(=O)O (centres undefined)
    2.4	6.0	6.9	-5.7	-2.4	0.7	-0.6	2.2
Nc1nc(Sc2ccc(C(F)(F)F)cn2)n[nH]1
    -7.2	-1.1	10.1	-10.2	-1.3	-1.1	0.1	-0.5
Cc1ccc(S(=O)(=O)CCC(=O)OCC(=O)c2c[nH]c3ccccc23)cc1
    -6.7	-0.3	-14.4	0.2	-3.9	0.7	-4.1	-2.5
O=C(CSc1nc(Nc2ccccc2)nc(N2CCOCC2)n1)NC1CCCCC1
    -0.9	7.5	4.7	7.5	-7.7	0.2	2.4	-1.5
O=S(=O)(Cc1ccc(Cl)cc1)N1CCN(Cc2ccc3c(c2)OCO3)CC1
    7.5	1.3	11.4	0.8	-6.5	5.8	4.8	-2.5
COc1ccc(C2(C)NC(=O)N(CC(=O)Nc3ccc4c(c3)OCO4)C2=O)cc1OC (centres undefined)
    3.9	2.2	-11.6	3.1	-7.3	-0.1	-2.1	-2.6
CCOC(=O)N1CCN(C(=O)CN(C2CCCCC2)S(=O)(=O)c2ccc(C)cc2)CC1
    11.7	8.9	24.9	-3.4	-3.6	-3.0	-0.9	-1.6
N#CC1(Cc2ccc([N+](=O)[O-])cc2)c2ccccc2C=CN1C(=O)c1ccccc1 (centres undefined)
    5.8	-10.5	20.2	28.7	-6.0	2.1	-14.2	-5.6
CCC(=O)Nc1nnc(S(=O)(=O)N2CCCc3ccccc32)s1
    -1.7	-1.1	1.3	-10.3	-1.1	1.1	-2.6	-0.5
COc1ccc(S(=O)(=O)NC2CCCC2)cc1Cl
    -0.5	6.6	2.0	10.1	-3.7	-1.4	0.9	-0.8
O=C(CCSc1nc(-c2ccc3c(c2)OCO3)cc(C(F)(F)F)n1)NCc1ccco1
    4.9	8.2	14.5	5.7	12.9	-0.3	-1.8	0.0
CCOC(=O)c1nnn(-c2nc(N(C)C)nc(N(C)C)n2)c1C
    -4.6	-2.0	7.3	-5.9	-1.3	0.0	-5.0	2.3

# Grouped by structure: the compounds so far with two or more sulfur atoms (7)
# Below each SMILES – CXCR6 block	Gli-Sufu antag	CCR6 antag	EBI2 antag	A3G deaminase	MPTP inh	NR3A LBD binder	APOBEC3A inh
COC(=O)c1sccc1NC(=O)CN(C)NS(=O)(=O)c1ccc(Cl)cc1
    8.6	2.3	17.6	-9.6	-1.0	-0.5	1.4	-1.2
NS(=O)(=O)c1ccc(NC(=O)CSc2nc3ccccc3c(=O)n2Cc2ccncc2)cc1
    -3.0	-7.8	6.5	-20.1	-8.7	0.0	0.3	-5.4
NS(=O)(=O)c1ccc(NC(=O)c2ccc(S(=O)(=O)N3CCc4ccccc43)cc2)cc1
    1.3	1.8	11.1	12.6	1.8	0.8	7.4	3.4
COC(=O)c1c(NC(=O)CN2CCN(S(=O)(=O)c3ccccc3[N+](=O)[O-])CC2)sc2c1CCC(C)C2 (centres undefined)
    4.4	11.5	6.8	-0.2	-8.8	3.2	-1.8	-3.1
Cc1cc(C)c2nc(NC(=O)c3cccc(S(=O)(=O)N4CCc5ccccc54)c3)sc2c1
    7.1	7.1	15.5	15.0	-3.4	2.5	10.2*	0.1
COc1ccc(C(=O)N=C2SC3CS(=O)(=O)CC3N2c2ccc(N(C)C)cc2)cc1OC (centres undefined)
    -4.8	-8.5	13.8	4.7	-0.6	1.8	1.8	0.0
CCC(=O)Nc1nnc(S(=O)(=O)N2CCCc3ccccc32)s1
    -1.7	-1.1	1.3	-10.3	-1.1	1.1	-2.6	-0.5

# Compound activity: PubChem, Sanford-Burnham Center for Chemical Genomics
